TEAD-YAP inh: TEAD-YAP interaction inhibition; HEK-TIYL cells, TEAD-Gal4/YAP UAS-luciferase luminescence; inhibition, % at 9.12 µM; 640,000 tested, 1.4% active; AID 1259422; in the data active means inhibition above about 32%;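 further: 0% = median of test compound wells and 100% = reference inhibitor wells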
FBW7 act: activators of human E3 ligase FBW7; AlphaScreen FBW7–phospho-cyclin E peptide binding, activator screen; normalized activity (activation), % at 26.1 µM; Q969H0; 650,000 tested, 0.13% active; AID 1259310; in the data active means normalized activity above about 1.9%;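 further: purified mutant Fbw7 with reduced substrate affinity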
MITF primary: inhibitors of human MITF. O75030. AlphaScreen MITF homodimerization, bead proximity signal. inhibition, % at 2.6 µM. 650,000 tested, 0.91% active. AID 1259374; in the data active means inhibition above about 50%;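 further: 0% = vehicle wells with protein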
Target sequence (O75030 whole entry, looked up): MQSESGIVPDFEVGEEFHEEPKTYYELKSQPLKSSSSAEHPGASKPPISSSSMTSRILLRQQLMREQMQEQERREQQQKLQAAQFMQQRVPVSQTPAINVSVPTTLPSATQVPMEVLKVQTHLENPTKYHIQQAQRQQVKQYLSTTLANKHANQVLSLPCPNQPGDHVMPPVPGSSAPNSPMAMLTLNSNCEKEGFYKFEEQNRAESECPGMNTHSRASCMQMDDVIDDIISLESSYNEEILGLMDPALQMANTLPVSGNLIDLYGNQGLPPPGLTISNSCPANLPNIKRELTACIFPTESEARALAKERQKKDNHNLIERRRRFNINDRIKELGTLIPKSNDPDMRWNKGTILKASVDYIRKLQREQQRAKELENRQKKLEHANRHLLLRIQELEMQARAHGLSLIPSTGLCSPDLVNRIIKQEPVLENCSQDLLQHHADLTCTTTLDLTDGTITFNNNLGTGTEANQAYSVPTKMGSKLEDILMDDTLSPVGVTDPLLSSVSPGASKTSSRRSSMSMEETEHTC
GPR151 activ: activators of human GPR151. 650,000 tested, 1% active. AID 1508602. PathHunter beta-arrestin GPR151 cells, luminescence. activation, % at 11.2 µM. Q8TDV0; in the data active means activation above about 4.9%;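 further: 0% = median of compound wells and 100% = cells with positive control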
Target sequence (Q8TDV0 whole entry, looked up): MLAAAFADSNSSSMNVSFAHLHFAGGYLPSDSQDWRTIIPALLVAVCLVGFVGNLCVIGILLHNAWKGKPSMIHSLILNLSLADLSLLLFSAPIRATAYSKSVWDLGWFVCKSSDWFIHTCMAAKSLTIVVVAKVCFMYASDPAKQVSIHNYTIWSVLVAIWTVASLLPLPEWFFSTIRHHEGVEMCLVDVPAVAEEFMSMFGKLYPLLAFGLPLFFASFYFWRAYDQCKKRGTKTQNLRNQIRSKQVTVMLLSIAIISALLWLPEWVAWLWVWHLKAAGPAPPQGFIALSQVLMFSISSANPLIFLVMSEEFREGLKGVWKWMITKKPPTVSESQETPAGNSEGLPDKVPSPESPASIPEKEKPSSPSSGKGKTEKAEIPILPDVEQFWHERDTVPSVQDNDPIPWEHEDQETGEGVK
An asterisk follows results filed as active; . = no result given. Outcome played no part in choosing rows (roughly 3.4% active in at least one column).

molecule	TEAD-YAP inh	FBW7 act	GPR151 activ	MITF primary
Cc1ccc(OCC(=O)O/N=C(\N)c2cccc([N+](=O)[O-])c2)c(C)c1	-4	0.5	3.4	2
COc1ccccc1NS(=O)(=O)c1c[nH]c2ccc([N+](=O)[O-])cc12	8	-0.1	-0.1	-15
Cc1nn2cc(-n3cc([N+](=O)[O-])cn3)cnc2c1C(N)=O	6	0.0	-0.2	-6
COc1ccccc1NC(=O)C(C/C=C(\C)Cl)C(C)=O (stereo not given)	2	0.0	-0.8	17
O=C(O)c1cccc(Cn2cc([N+](=O)[O-])cn2)c1	1	0.5	-0.9	5
COc1cccc(C2NC(=O)NC(c3ccccc3)=C2c2nc3ccccc3[nH]2)c1OC (stereo not given)	-3	-0.1	0.8	2
CCCC[C@H]1CN2[C@@H](CC[C@@H](C)[C@@H]2c2ccc(Br)cc2)C(=O)O1	.	0.1	-0.8	1
N#CC1=C(N)Oc2n[nH]c(-c3cccc([N+](=O)[O-])c3)c2C1c1ccccc1Cl (stereo not given)	9	-0.4	-1.9	19
CN1CCN(C(=O)CN(c2cccc(Cl)c2Cl)S(C)(=O)=O)CC1	1	0.0	-0.2	10
CCOc1c(Cl)cc(C2C(C(=O)OC)=C(C)NC3=C2C(=O)c2ccccc23)cc1OC (stereo not given)	-4	0.5	0.1	8
NC(=O)c1c(NC(=O)CCCCCN2C(=O)c3ccccc3C2=O)sc2c1CCC2	9	0.1	0.8	6
CCCC(c1nnnn1CS(=O)(=O)c1ccc(C)cc1)N1CCC(C(N)=O)CC1 (stereo not given)	4	-0.1	2.7	5
O=C(NCc1ccccc1)c1cccn2c(=O)c3ccccc3nc12	7	0.6	-0.4	-4
CC(C)NC(=O)c1ccc2c(c1)CC(c1nc3ccc(-c4ccnc(N)n4)cc3[nH]1)CO2 (stereo not given)	-13	-0.1	0.1	2
CCOC(=O)c1ccc(NC(=O)C2CC23CCC3)cc1 (stereo not given)	-87	-0.1	-1.4	-7
CN1C(=O)c2cccc(NC(=O)C3CCCCC3)c2C1=O	-5	0.1	0.7	-12
Cc1cc(C)nc(N2CCC(CNC(=O)Cc3ccccc3F)CC2)n1	10	-0.1	-0.3	-7
CC1=C(C(=O)OCCOc2ccccc2)C(c2ccc(Cl)cc2)NC(=O)N1 (stereo not given)	4	-0.1	0.1	2
CN1CCN(C(=O)CN(Cc2ccccc2)S(C)(=O)=O)CC1	14	0.1	1.0	1
CC(C)(C)Nc1nc(Nc2cccc([N+](=O)[O-])c2)nc(-n2ccnc2)n1	-5	-0.1	0.6	-3

3 consecutive records out of the list so far, quoted:
molecule	TEAD-YAP inh	FBW7 act	GPR151 activ	MITF primary
CCOC(=O)c1ccc(NC(=O)C2CC23CCC3)cc1 (stereo not given)	-87	-0.1	-1.4	-7
CN1C(=O)c2cccc(NC(=O)C3CCCCC3)c2C1=O	-5	0.1	0.7	-12
Cc1cc(C)nc(N2CCC(CNC(=O)Cc3ccccc3F)CC2)n1	10	-0.1	-0.3	-7

Full records as entered above.
`N#CC1=C(N)Oc2n[nH]c(-c3cccc([N+](=O)[O-])c3)c2C1c1ccccc1Cl` (stereo not given) across the screens: TEAD-YAP inh: 9; FBW7 act: -0.4; GPR151 activ: -1.9; MITF primary: 19
`CN1CCN(C(=O)CN(Cc2ccccc2)S(C)(=O)=O)CC1` across the screens: TEAD-YAP inh: 14; FBW7 act: 0.1; GPR151 activ: 1.0; MITF primary: 1

The list goes on:
molecule	TEAD-YAP inh	FBW7 act	GPR151 activ	MITF primary
CC(C)c1ccc(OCC(=O)NCC2CCCO2)c(Br)c1 (stereo not given)	-47	1.4	0.0	18
CCC(=O)Nc1ccc2nn(-c3ccc(Cl)cc3)nc2c1	-88	-0.1	-0.5	3
CCOC(=O)c1ccc(NC(=S)Nc2cccc(OC)c2)cc1	62*	0.8	-0.9	7
COCCN1CCN(c2c(C)c(C)nc3c(-c4cccs4)c(C)nn23)CC1	13	0.1	0.5	9
CCOc1cc(C(=O)NCCc2ccc(OC)cc2)cc(OCC)c1OCC	-1	-0.2	0.2	-4
O=C(O)CSC1=CC(=O)N(c2cccc(Cl)c2)C1=O	-5	0.0	-1.0	-21
O=C(O)COc1ccc(C=C2C(=O)c3ccccc3C2=O)cc1	8	-0.2	-0.3	-7
CCC(C)n1c(SCc2cccc(C)c2)nc2ccsc2c1=O (stereo not given)	-3	-0.1	-0.6	-3
CCc1nnc(NS(=O)(=O)c2ccc(NC(C)=O)cc2)s1	6	0.0	-1.4	12
COc1cccc(OCCCOc2ccc(C=O)cc2OC)c1	0	0.0	2.1	-5
O=C(NCc1ccccc1Cl)c1sc(=S)n2c1[nH]c(=O)c1ccccc12	-4	-0.1	-0.3	2
CC(C)c1ccc(NC(=O)C(c2cc3c(cc2[N+](=O)[O-])OCO3)N2CCC3(CC2)OCCO3)cc1 (stereo not given)	-2	0.8	-1.3	9
CC1(C)CC(OC(=O)c2ccccc2)CC(C)(C)N1[O]	-13	-0.1	-0.7	-5
CCOC(=O)c1cc2occc2n1CC(=O)N(CC)CC	-4	0.0	-0.2	0
O=c1c2ccccc2[nH]c(=S)n1CCO	2	-0.2	0.4	2
O=C1COc2ccc(C(=O)COc3cc(C(F)(F)F)cc(C(F)(F)F)c3)cc2N1	-1	0.1	1.2	10
Cc1ccc(N2NC(=O)/C(=C\c3cccc([N+](=O)[O-])c3)C2=O)cc1	-3	-0.1	-0.2	18
CN(C)CCN1C(=O)c2oc3ccc(Cl)cc3c(=O)c2C1c1ccncc1 (stereo not given)	-4	0.2	-0.1	-6
COc1ccc(-c2nc(Nc3ccccc3)c3ncn(C(C)C)c3n2)cc1	8	0.0	-0.5	-1
COCCNCc1c(C(=O)N(C)Cc2ccccc2)nc2ccccn12	12	0.2	-0.8	3
Cc1cccc(N2CCN(CC(=O)NCc3ccco3)CC2)c1C	10	-0.2	2.9	-5
Cc1ccc(NCC(O)Cn2c(-c3ccccc3)c(-c3ccccc3)c3ccc4ccccc4c32)cc1 (stereo not given)	0	-0.2	-0.6	13
CN(C)c1nccc(Nc2ccccc2)c1C#N	-17	-0.2	-0.1	-14
Cc1cc(C(=O)Nc2nc(C)c(C(=O)N(C)C)s2)cs1	-68	0.6	-2.7	5
COCCNc1oc(-c2ccccc2Cl)nc1C#N	-21	0.2	-0.5	3
CCCCn1cnc2scc(-c3ccccc3)c2c1=O	3	0.3	2.5	8
CCC(C(=O)N1CC(C)CC(C)C1)n1c(C(=O)OC)cc2occc21 (stereo not given)	-5	0.4	0.0	16
CCC(=O)Nc1ccc(S(=O)(=O)Nc2ccc3c(c2)N(CCOC)CCC3)c(C)c1	13	0.0	0.2	9
O=C(NCc1ccccc1)c1ccc2c(=O)n(Cc3ccccc3)c(SCc3ccncc3)nc2c1	9	0.4	-0.2	17
CCc1c(C)sc2nc(C(C)C)n3c(=O)n(Cc4ccncc4)nc3c12	4	0.0	1.2	10
CNC(=O)CCNS(=O)(=O)c1ccc(OC)c(N(C)S(C)(=O)=O)c1	-5	0.0	-1.2	-1
CCOC(=O)Nc1cccc(Cl)c1Cl	14	0.0	1.8	1
CCOCCCNC(=O)NCc1c(-n2cccc2)sc2c1CCCC2	11	-0.1	-0.1	-1
O=C(CC(=O)N/N=C/c1ccccc1C(F)(F)F)NCCc1ccccc1	-1	-0.1	0.7	1
Cn1nnnc1SCC(=O)Nc1ccccc1N1CCOCC1	3	0.0	-0.2	63*
CC(C)N(Cc1nc(-c2ccccc2)no1)C(=O)c1ccccc1Cl	-10	-0.2	-0.8	-14
Cc1cccc(-n2nc3c(c2NC(=O)c2ccc(S(=O)(=O)N4CCCC4)cc2)CS(=O)(=O)C3)c1C	8	0.0	0.2	3
CCNC(=O)COC(=O)c1cc(-c2ccco2)nc2ccccc12	3	-0.1	-0.3	48
O=S(=O)(NCCCN1CCOC(c2ccccc2)C1)c1cccs1 (stereo not given)	-14	-0.1	1.2	-13
CCN(CC)c1nc(NCc2cccc(C(F)(F)F)c2)nc(Nc2ccccc2)n1	6	0.1	-1.4	14
O=C(CN1C(=O)c2ccc([N+](=O)[O-])cc2C1=O)Nc1cccc([N+](=O)[O-])c1	-7	0.4	1.7	14
CCOC(=O)C(NC(=O)c1ccc(F)cc1)(Nn1cnnc1)C(F)(F)F (stereo not given)	9	0.6	-1.9	-4
COC(=O)c1ccccc1NC(=O)c1nn2c(C(F)(F)F)cc(-c3ccccc3)nc2c1Cl	-10	-0.1	0.2	-1
COC(=O)C1(c2ccccc2)NC(c2ccc(F)cc2)C2C(=O)N(C)C(=O)C21 (stereo not given)	-4	-0.1	-0.7	-9
CC1CCCN(C(=O)c2c[nH]c3ccc(S(=O)(=O)N4CCOCC4)cc3c2=O)C1 (stereo not given)	0	0.1	2.2	4
COc1ccccc1NC(=O)CSc1nc2ccccc2c(=O)n1Cc1ccc2c(c1)OCO2	7	-0.1	-0.5	-7
O=c1cc(C23CC4CC(CC(C4)C2)C3)[nH][nH]1	-5	-0.2	-0.5	-5
O=S(=O)(Nc1ccc(Cc2ccncc2)cc1)c1ccc(Cl)cc1	38*	0.2	1.7	5
Nn1cnn2c(SCC(=O)Nc3nccs3)nnc12	-1	0.1	0.9	1
CCC(C)Nc1ncnc2c1cnn2Cc1ccc(Cl)cc1 (stereo not given)	3	0.1	-1.9	15

The results go on:
molecule	TEAD-YAP inh	FBW7 act	GPR151 activ	MITF primary
CCc1c(C)sc(NC(=O)C2CCCCC2)c1C(N)=O	-40	0.0	0.9	-9
Cc1cc(-c2ccc(S(=O)(=O)N3CCCC3)cc2)on1	-3	0.0	2.7	-10
CCC(NS(=O)(=O)c1ccc(C)cc1)C(=O)N1CCOCCOCCOCC1 (stereo not given)	-2	0.0	0.8	3
COc1ccc(-c2csc(/C(C#N)=C/c3ccccc3[N+](=O)[O-])n2)cc1	3	-0.1	-0.9	6
COC(=O)C1=NNC2C(=O)N(c3cccc(C(C)=O)c3)C(=O)C12 (stereo not given)	1	0.1	-0.8	7
COc1cc(OC)c(C2C(C(N)=O)=C(C)Nc3ncnn32)cc1OC (stereo not given)	2	0.0	-0.4	-7
COc1ccc(NS(=O)(=O)c2ccc(Cl)c(C(=O)Nc3ccccc3)c2)cc1	0	-0.1	-0.6	10
O=C(Cn1ncc2c1-c1ccccc1OC2)N1CCN(c2ccccc2F)CC1	10	0.0	1.4	-1
COc1ccc(-c2[nH]c(-c3cc(OC)c4c(c3)OCO4)nc2-c2ccccc2)cc1	-9	-0.1	0.2	-2
CC(C)=CCN1CCNC(=O)C1CC(=O)NCCc1nc(C)cc(C(F)(F)F)n1 (stereo not given)	4	0.0	1.3	1
Nc1ncnc(N/N=C/c2cn(-c3ccccc3)nc2-c2ccccc2)c1[N+](=O)[O-]	-41	0.1	-0.8	3
O=C1CC(c2ccccc2)=NN1c1cccc(Cl)c1Cl	5	-0.3	0.0	3
COc1ccc(-n2nc3c(c2NC(=O)c2cccc(C)c2)CSC3)cc1	3	0.0	1.2	-1
CSCCNCc1c(C(=O)N2C[C@@H](C)O[C@@H](C)C2)nc2ccc(Cl)cn12	7	0.0	-1.4	11
CCNc1nc(C)cc(NCCCN2CCCC2=O)n1	-5	0.6	-1.8	13
Cc1ccc(OCCCCn2c(-c3ccc(Cl)cc3)nc3ccccc3c2=O)cc1	7	0.6	-0.9	-1
CCOc1ccc(NC(=O)CC2S/C(=N\N=C\c3cccc(O)c3)NC2=O)cc1 (stereo not given)	3	0.0	0.1	17
CC(C)N(CCNC(=O)c1cccc(Nc2ccc3ncccc3c2)c1)C(C)C	2	-0.1	1.0	4
O=C1NC(=Nc2ccccc2)S/C1=C\c1cccc([N+](=O)[O-])c1	-4	-0.1	-0.6	-8
O=C(COc1ccc(Cl)cc1Cl)Nc1ccccc1[N+](=O)[O-]	-4	-0.1	-0.3	0
CC(=O)NC1=NC(=O)CS1	-3	0.0	0.0	8
CCOC(=O)C1=c2s/c(=C/c3ccc(CC)cc3)c(=O)n2C(N)=C(C#N)C1c1ccc(CC)cc1 (stereo not given)	9	0.0	0.5	4
COc1ccc(N2CC(NC(=O)COc3ccc4ccccc4c3)CC2=O)cc1 (stereo not given)	0	0.0	0.9	-4
C=CCOC(=O)/C(=C\c1ccc(OC)cc1)NC(=O)c1ccccc1OC	0	0.2	-0.5	7
O=C(Nc1ccc(Br)cc1)c1csc2c1CCCC2	-76	0.0	0.5	-2
N#CCOC(=O)c1ccc(S(=O)(=O)N2CCCCCC2)cc1	6	-0.1	-0.5	1
CC(=O)Nc1ccc(OC(=O)N2CCC(C)CC2)cc1	23	0.2	5.3*	7
O=C(CC1C(=O)NCCN1C/C=C/c1ccccc1)NCCc1ccc(O)cc1 (stereo not given)	-3	-0.1	1.2	-3
OCCNC12CC3CC(CC(C3)C1)C2	-2	-0.1	-1.6	-11
CC1CN(c2nc3c(c(=O)[nH]2)CCN(Cc2ccc(N4CCCCC4)cc2)C3)CC(C)O1 (stereo not given)	0	-0.1	0.6	-7

Compound activity from PubChem.
